Assay outcomes (PubChem BioAssay)
Dynein cargo inh = dynein cargo transport inhibition; 3617.4 mouse cells, GR-EGFP nuclear translocation imaging; test concentration mostly 20 µM; stimulated with dexamethasone, 1 µM; hits give low values; z-score, hits read low; 0.47% of 220,000 active; AID 1381;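 active = plate z-score of nuclear minus cytoplasmic receptor signal below a set negative limit, without overly bright fluorescence or cell loss, cut at about -3.5 in these data, passing the limit was not always enough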;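 note: z-score of nuclear minus cytoplasmic ring GR-EGFP intensity difference per well; some compounds called inactive have numbers as strong as hits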
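Also added: dexamethasone, 1.0 µM final. Medium: tet-free, stripped-serum medium. Detection: fixed, Hoechst-stained cells imaged at 10x for EGFP. Read-out: nuclear-to-cytoplasmic GR-EGFP distribution per well. Times: induction 48 h, compound 1 h, agonist 30 min.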
Yfh1-off respiration = enhancers of respiration in Yfh1-depleted yeast, dose response, Friedreich's ataxia, plus single-dose screen (AID 1465); S. cerevisiae Yfh1-off respiration, WST-1 reduction, 72 h; higher fold induction means a stronger effect; 0.074% of 220,000 active; one-dose fold induction at 50 µM; EC50 in µM for titrated hits;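 active = fold induction of absorbance versus untreated yeast above a set limit, then at least 30% activation at any dose in follow-up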;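 note: activators that raise dye reduction in frataxin-depleted yeast; strong numbers were not always called active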
Autophagy mod = autophagy modulation, high-content screen; 0.98% of 190,000 active; MEF GFP-LC3 puncta imaging; test concentration mostly 10 µM; calls only at 10 µM (by protocol);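 active = percentage of spot-positive cells more than 3 SD above its plate mean, without a fluorescence outlier flag or 80% toxicity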;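 note: spot-positive cell cutoff set from DMSO-treated cells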
NOD1 inhibition = inhibition of NOD1-driven NF-kB reporter – cell-based, luminescence, uHTS, primary screen (AID 1578); 1% of 290,000 active; NOD1-driven NF-kB luciferase reporter cells, luminescence; higher % means a stronger effect; inhibition, % at 4 µM; hits with a dose series show EC50 in µM; in the data active = inhibition mostly above about 36%, no sharp cut-off; inactive = mostly below about 34%;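 note: HEK-293T reporter cells stimulated with the NOD1 agonist gamma-tri-DAP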
M17LAP inhibition = P. falciparum M17LAP inhibitors, primary screen, biochemical, fluorogenic H-Leu-NHMec substrate, 1536-well (AID 1619). inhibition, % at 30 µM, or IC50 in µM where a hit was titrated. recombinant M17LAP, H-Leu-NHMec fluorogenic kinetic assay; higher % means a stronger effect. 0.38% of 220,000 active;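 active = compound inhibiting the enzyme by more than half at any dose during confirmatory dose-response retesting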;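 note: plate controls were full reaction with DMSO carrier for no effect and no enzyme background for full effect; strong numbers were not always called active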
Ins promoter up = MIN6 insulin promoter up-regulation | MIN6 insulin promoter-GFP reporter, high-content imaging; hits give high values | z-score at 5 µM | 0.3% of 190,000 active | AID 1625;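 active = z-score above 3 at 5 µM with at least 500 cells counted in the well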
HEK293 NOD2/NF-kB = inhibition of NOD2-driven NF-kB reporter – cell-based, luminescence, uHTS, HEK293 (AID 1566); inhibition, % at 4 µM; hits with a dose series show EC50 in µM; 0.63% of 290,000 active; HEK293 NOD2/NF-kB luciferase reporter, luminescence; higher % means a stronger effect; in the data active = inhibition above about 50%; note: many of its hits are not listed in these tables
bCat nuc transl = alters nuclear translocation of beta-catenin in HeLa cells | 0.3% of 190,000 active | nuclear translocation activity, % at 5 µM | immunofluorescence imaging;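 active = nuclear translocation activity above 50% at 5 µM, with a well cell count of 50 or more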;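 note: per-cell ratio of nuclear to cytoplasmic median beta-catenin stain intensity; plate controls were DMSO negative control for no effect and GSK-3 inhibitor IX positive control for full effect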
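Test system: human HeLa cells, endogenous beta-catenin. Times: 24 h compound exposure, 37°C. Measured by: beta-catenin immunofluorescence imaging with DAPI.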
MT stabilizer = stabilizes microtubules in HeLa cells; % tubulin-high responders, % at 10 µM; AID 2205; 0.83% of 200,000 active; HeLa tubulin immunostaining HCS, 24 h; share of cells brighter than vehicle mean+2SD;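 active = plate Z-score above 3 for both tubulin-high and condensed-nucleus cell shares, with cell loss under 80%, at 10 µM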;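 note: anti alpha tubulin signal scored within the nucleus-defined area of each cell; some results filed as inactive read as strong as hits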
Dynein cargo inh cytoplasmic EGFP = also measured in Dynein cargo inh; calls as there; z-score; measured here: cytoplasmic GR-EGFP intensity; hits give high values
Dynein cargo inh nuclear GR-EGFP = further read-out of Dynein cargo inh, marked with its call; z-score; measured here: nuclear GR-EGFP intensity;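 lower value marks the stronger effect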
Dynein cargo inh cell count = second read-out of Dynein cargo inh, no call of its own (marks repeat the call); z-score; measured here: cell count per field
Ins promoter up cell count = recorded beside Ins promoter up, whose call it bears; cell count; measured here: cytotoxicity, nuclei count;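 total cells summed across four imaged fields per well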
bCat nuc transl cell count 5 µM = second read-out of bCat nuc transl, no call of its own (marks repeat the call); cell count; measured here: cell count, cytotoxicity flag
MT stabilizer Hoechst-high % = also measured in MT stabilizer; calls as there; % Hoechst-high responders; measured here: nuclear condensation Hoechst responders;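 share of cells brighter than vehicle mean plus two SD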
MT stabilizer cytotoxicity % = second read-out of MT stabilizer, no call of its own (marks repeat the call); toxicity, %; measured here: cytotoxicity by cell density;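 0% = mean cell density of plate MIN control wells and 100% = no cells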
Autophagy mod cell loss 18 h = second read-out of Autophagy mod, no call of its own (marks repeat the call); toxicity, %; measured here: cell loss, nuclei count;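 cell loss after 18 h compound exposure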
* hit, by the source's call; i = inactive; x = not tested or not shown. This is a subset; rates above refer to the full screens.

Molecule	Dynein cargo inh	Dynein cargo inh cytoplasmic EGFP	Dynein cargo inh nuclear GR-EGFP	Dynein cargo inh cell count	Yfh1-off respiration	Autophagy mod	Autophagy mod cell loss 18 h	NOD1 inhibition	M17LAP inhibition	Ins promoter up	Ins promoter up cell count	HEK293 NOD2/NF-kB	bCat nuc transl	bCat nuc transl cell count 5 µM	MT stabilizer	MT stabilizer Hoechst-high %	MT stabilizer cytotoxicity %
O=C(Nc1cc(Oc2ccc(Cl)cc2)cc([N+](=O)[O-])c1)c1ccco1	-0.194	-0.259	-0.117	0.494	i	i	-6.9	11.7%	0.8%	-0.31	1252	-20.6%	-1.7	1088	1.5	1.6	9.6
CC(c1cccs1)N(C)Cc1nc(CCc2ccccc2)no1 (stereo not given)	0.467	-0.311	0.0099	0.422	i	i	27.6	-40.7%	-1.6%	0.5	1489	11.5%	3.8	959	4.1	2.5	4.6
CCNC(=S)NCc1ccc(F)cc1	0.585	-0.165	0.476	-0.874	i	i	6.3	-21.3%	-7.2%	-0.83	1443	5.1%	-1.6	1040	2.9	2.3	5.7
Cc1ccc(C(=O)NC(=S)NNC(=O)CCN2CCOCC2)cc1	0.862	-0.234	0.0271	-0.222	i	i	20.4	-35.8%	53.6%	-0.03	1327	8.5%	-1.2	1089	3.2	2.1	0.2
Cc1ccc(S(=O)(=O)c2cc(N3CCOCC3)nc(-c3ccccc3)n2)cc1	0.934	-0.192	1.23	-0.036	x	i	-19.8	5.7%	-3.7%	-0.04	1623	2.9%	-0.2	1364	2.5	1.4	5.4
Fc1ccc(CNCc2ccccc2Cl)cc1	1.27	-0.112	0.676	-0.409	i	i	-2.8	-12.0%	-8.5%	-0.36	1157	10.6%	2.5	939	2.2	3.1	12.7
C=CCn1c(-c2ccccc2)cc(SC)c(C#N)c1=O	0.217	-0.241	-0.047	0.0379	i	i	-3.6	-15.9%	-13.2%	-0.27	1089	9.6%	6.0	1024	4.9	3.3	12.8
CCOC(=O)CSc1nc(N)c(C(=O)Nc2ccc(N(C)C)cc2)s1	-0.0886	0.111	0.641	0.241	i	i	11.8	-7.0%	18.3%	0.11	1225	2.1%	-10.6	949	8.0	1.8	4.2
CCSc1nnc(-c2ccc(OC)cc2)o1	-0.943	-0.288	-1.09	1	i	i	2.3	-20.3%	2.5%	0.28	989	-46.5%	0.2	1018	2.1	2.3	9.9
Cn1c(=O)c(C(=O)COC(=O)c2cc(C(F)(F)F)nc3ccccc23)c(N)n(Cc2ccccc2)c1=O	-0.0814	0.22	0.321	0.989	x	i	17.9	-21.4%	7.4%	-1.18	1063	-8.6%	x	x	4.9	3.4	4.4
CCC(CC)=NNC(=O)c1ccccc1OCc1ccc(F)cc1	-0.102	-0.257	-0.141	0.0709	i	i	23.7	-13.1%	-1.7%	-0.6	1319	4.4%	-0.5	983	4.9	1.5	4.6
CC(=O)Nc1ccc(NC(=O)CSCCc2ccccn2)cc1	0.582	0.0103	0.731	-1.05	i	i	-3.9	-11.4%	5.4%	-0.27	1298	11.9%	-0.6	1464	2.6	1.9	9.5
O=C(c1cnn2c(C(F)(F)F)cc(-c3cccs3)nc12)N1CCOCC1	1.94	-0.293	1.34	-0.909	i	i	4.6	-14.3%	-54.4%	-0.24	1446	18.9%	-3.8	1051	1.9	1.6	1.0
OCCN1CCN(CC(O)COc2ccc3c(c2)OCO3)CC1 (stereo not given)	-0.394	-0.196	-0.323	0.506	i	i	-2.4	17.4%	-8.5%	0.35	1116	6.6%	-4.1	942	1.0	1.3	6.7
CCCCn1c(SCC(=O)c2ccc3c(c2)NC(=O)CO3)nc2cc(S(N)(=O)=O)ccc21	-1.03	-0.232	0.135	0.327	i	i	0.8	-12.4%	-4.1%	-0.23	1492	11.9%	2.9	798	2.8	2.9	8.3

The closing two records of the part above lead into the next:
Molecule	Dynein cargo inh	Dynein cargo inh cytoplasmic EGFP	Dynein cargo inh nuclear GR-EGFP	Dynein cargo inh cell count	Yfh1-off respiration	Autophagy mod	Autophagy mod cell loss 18 h	NOD1 inhibition	M17LAP inhibition	Ins promoter up	Ins promoter up cell count	HEK293 NOD2/NF-kB	bCat nuc transl	bCat nuc transl cell count 5 µM	MT stabilizer	MT stabilizer Hoechst-high %	MT stabilizer cytotoxicity %
OCCN1CCN(CC(O)COc2ccc3c(c2)OCO3)CC1 (stereo not given)	-0.394	-0.196	-0.323	0.506	i	i	-2.4	17.4%	-8.5%	0.35	1116	6.6%	-4.1	942	1.0	1.3	6.7
CCCCn1c(SCC(=O)c2ccc3c(c2)NC(=O)CO3)nc2cc(S(N)(=O)=O)ccc21	-1.03	-0.232	0.135	0.327	i	i	0.8	-12.4%	-4.1%	-0.23	1492	11.9%	2.9	798	2.8	2.9	8.3
Nn1c(Cc2ccccc2F)nnc1SCCOc1ccc(Cl)cc1	0.657	-0.227	0.546	-0.767	i	i	4.3	-17.8%	10.4%	0.68	1387	1.8%	x	x	2.5	3.2	0.9
COc1c(S(=O)(=O)n2nc(C)cc2C)ccc(Cl)c1Cl	0.977	-0.207	0.945	-0.441	i	i	-2.1	3.8%	-4.4%	1.84	1255	16.5%	-4.6	1197	3.4	1.6	4.7
COc1ccccc1NC(=O)CSc1nc2ccccc2n1C(C)=O	-0.825	-0.224	-0.233	1.13	i	i	-15.6	-20.3%	-5.4%	0.77	1433	13.0%	-2.7	1487	1.5	2.3	6.5
Cc1nnc(-c2ccccc2)c[n+]1[O-]	-0.497	-0.373	-0.246	-0.428	i	i	1.9	13.7%	11.3%	0.37	1206	-0.1%	-6.9	1032	2.8	1.8	8.4
NC(=O)[C@H]1CC2(CC(c3cccc(NC(=O)CC(c4ccccc4)c4ccccc4)c3)=NO2)CN1C(=O)C(c1ccccc1)c1ccccc1 (stereo not given in full)	-0.149	-0.785	-0.0911	-0.332	i	x	x	-9.0%	-3.3%	-0.27	723	-13.4%	0.1	1144	x	x	x
CC1CC/C(=N/Nc2ccccc2)C(=O)N1 (stereo not given)	0.551	-0.265	0.316	0.44	i	i	-3.7	-37.9%	28.5%	0.6	1426	1.3%	-0.3	960	4.0	1.6	3.7
Cc1ccc(/C=N/n2cnc3sc4c(c3c2=O)CCCC4)o1	-1.68	-0.0915	-0.797	1.64	i	i	2.4	-23.5%	13.6%	-0.05	1267	1.4%	-0.3	1239	4.6	3.8	6.9
COc1ccc(NC(=O)c2cc(-c3cccs3)on2)cc1OC	-0.86	-0.337	-0.321	-0.182	i	i	8.9	-4.9%	4.2%	-0.46	991	10.1%	1.0	786	4.3	2.3	7.0
O=C(NC(=S)NNS(=O)(=O)c1ccc(Cl)cc1)c1cccnc1	-0.179	0.162	0.0759	0.272	i	i	9.0	-17.4%	20.0%	-1.19	1425	-0.8%	0.2	1517	3.2	1.2	3.6
NC(=O)c1ccccc1OCC(=O)NS(=O)(=O)c1ccccc1	0.0447	-0.185	-0.646	-0.321	i	i	1.2	6.2%	-0.3%	0.01	1918	14.2%	-1.9	1047	3.6	2.0	10.8
C=C(C)Cn1c(C(C)NC(=O)CCC)nc2ccccc21 (stereo not given)	0.924	-0.167	1.22	-1	i	i	-7.5	25.3%	2.7%	0.47	1292	-13.9%	-0.7	1050	2.3	2.2	3.2
COc1ccc(C(N)CCc2ccco2)cc1 (stereo not given)	2.08	0.00887	1.48	-2.28	i	i	10.9	-0.3%	-8.3%	0.4	1009	9.8%	-1.4	924	4.3	1.6	7.2
Cc1coc(C)c1C(=O)CC1(O)C(=O)N(C)c2ccc(Cl)cc21 (stereo not given)	-0.384	0.04	-0.0344	0.646	i	i	17.3	-21.0%	6.1%	-0.19	1461	-0.7%	0.0	1466	2.6	1.3	5.6
O=C(N/N=C/c1cccn1-c1ccc([N+](=O)[O-])cc1)C(O)c1ccccc1 (stereo not given)	0.0776	-0.219	0.353	0.714	i	i	-18.0	12.8%	0.3%	0.3	1759	19.8%	-2.1	1059	2.4	1.5	7.0
c1ccc2c(-c3nn4nnnc4c4ccccc34)cccc2c1	-0.167	0.12	0.135	0.857	x	i	-5.6	2.6%	-9.8%	-0.01	772	3.0%	0.1	1031	2.1	1.3	5.4

Further compounds:
Molecule	Dynein cargo inh	Dynein cargo inh cytoplasmic EGFP	Dynein cargo inh nuclear GR-EGFP	Dynein cargo inh cell count	Yfh1-off respiration	Autophagy mod	Autophagy mod cell loss 18 h	NOD1 inhibition	M17LAP inhibition	Ins promoter up	Ins promoter up cell count	HEK293 NOD2/NF-kB	bCat nuc transl	bCat nuc transl cell count 5 µM	MT stabilizer	MT stabilizer Hoechst-high %	MT stabilizer cytotoxicity %
CCOC(=O)c1cnc2ccc(OC)cc2c1NCc1ccccc1	-0.709	-0.229	0.17	0.587	i	i	-3.6	3.2%	-1.1%	-0.92	1159	-12.4%	-3.0	1054	3.4	2.7	5.2
COC(=O)c1[nH]c2cc(OC)ccc2c1NC(=O)CCN1CCN(c2ccccc2)CC1	-0.623	-0.281	-0.227	0.0422	i	i	-1.2	-3.5%	5.5%	-0.19	973	8.6%	-0.8	1206	1.3	1.6	4.9
C=CCC(O)(CC=C)C(C)N (stereo not given)	-0.38	-0.214	-0.0111	0.476	i	i	-4.4	-30.0%	2.2%	0	1560	14.7%	0.2	1065	1.5	0.6	4.2
COC(=O)c1[nH]c2ccccc2c1NC(=O)CN1CCN(c2cccc(OC)c2)C(C)C1 (stereo not given)	-0.24	-0.0534	-0.0643	0.265	i	i	-9.9	-25.8%	13.8%	-0.97	1213	-13.8%	x	x	1.8	1.6	12.9
O=C(NC1CCCC1)c1ccccc1-c1nc2ccccc2[nH]1	0.189	0.087	0.0579	0.117	i	i	-3.2	-18.9%	9.1%	0.01	901	17.4%	0.3	962	1.9	1.3	7.2
Nc1cc(=O)nc(SCC(=O)Nc2cccc3ccccc23)n1CCc1ccccc1	0.624	-0.202	0.934	0.0266	i	i	-32.2	16.1%	43.5%	-0.45	1564	17.4%	0.1	1310	3.3	1.1	1.4
